# Screening data as filed in PubChem.
# KCNH2 3.1 block: KCNH2 3.1 (human) potassium channel inhibition; U2OS KCNH2 3.1, thallium flux FluxOr; stronger effect = lower value; activity change, % (tested at about 1.8 µM); 0.95% of 340,000 active;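 active = maximum activity change below -70%; inconclusive = maximum activity change from -70% to -50%; inactive = maximum activity change above -50%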;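 also: thallium influx rate constant from kinetic fluorescence after stimulation buffer; % is scaled to controls: 0 for no effect and ±100 for the full control effect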
#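 Kinetic fluorescence (2 min after stimulation buffer) measures Tl+ influx through KCNH2 3.1 expressed by viral transduction in U2OS cells; the rate constant is normalized against DMSO controls serving as positive and negative references.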
# TRPV1 ag: activates the human vanilloid receptor TRPV1; activation, % at 8.33 µM; 0.19% of 320,000 active; TRPV1-expressing cells, Fluo-8 calcium influx, agonist mode; Q8NER1; in the data active = activation above about 80%; inconclusive = between about 30% and that limit; also: 0% is about no effect
#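 Cells expressing TRPV1 were dye-loaded with Fluo-8 and read kinetically: 10 s baseline, 3 min after compound (agonist portion), then 2 min after EC20 capsaicin (allosteric enhancer portion). Calcium-bound dye fluorescence at 480/520 nm.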
# USP2a block: blocks human ubiquitin-specific protease USP2a | USP2 core, Ub-CHOP2 coupled fluorogenic reporter, 485/531 | Potency, µM (doses to about 38.3 µM), for inactives: top-dose activity change, negative = inhibition, most hits filed as inhibitors | 0.01% of 330,000 active;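 also: potency is read from the fitted curve at half-maximal effect; plate controls were DMSO wells for no effect and full inhibition by NEM control for full effect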
#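 Cell-free coupled assay: 10nM USP2 core preincubated 30min RT with compound in Tris-HCl pH 8.0/CaCl2/CHAPS buffer, then 25nM Ub-CHOP2 and 25nM reporter substrate; fluorescence (Ex 485/Em 531) read after 60min RT, normalized to NEM inhibition, concentration-response curves fitted.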
# Eya2 phos inh: Eya2 (human) phosphatase inhibition. AID 488837. 0.006% of 330,000 active. Potency, µM (doses to about 76.9 µM), for inactives: at the top dose activity, negative = inhibition, actives largely listed as inhibitors. recombinant Eya2, OMFP fluorescence dephosphorylation (OMFP is methylfluorescein phosphate); also: potency is read from the fitted curve at half-maximal effect; % is scaled to controls: 0 for no effect and ±100 for the full control effect
# Target sequence (O00167 whole entry, looked up): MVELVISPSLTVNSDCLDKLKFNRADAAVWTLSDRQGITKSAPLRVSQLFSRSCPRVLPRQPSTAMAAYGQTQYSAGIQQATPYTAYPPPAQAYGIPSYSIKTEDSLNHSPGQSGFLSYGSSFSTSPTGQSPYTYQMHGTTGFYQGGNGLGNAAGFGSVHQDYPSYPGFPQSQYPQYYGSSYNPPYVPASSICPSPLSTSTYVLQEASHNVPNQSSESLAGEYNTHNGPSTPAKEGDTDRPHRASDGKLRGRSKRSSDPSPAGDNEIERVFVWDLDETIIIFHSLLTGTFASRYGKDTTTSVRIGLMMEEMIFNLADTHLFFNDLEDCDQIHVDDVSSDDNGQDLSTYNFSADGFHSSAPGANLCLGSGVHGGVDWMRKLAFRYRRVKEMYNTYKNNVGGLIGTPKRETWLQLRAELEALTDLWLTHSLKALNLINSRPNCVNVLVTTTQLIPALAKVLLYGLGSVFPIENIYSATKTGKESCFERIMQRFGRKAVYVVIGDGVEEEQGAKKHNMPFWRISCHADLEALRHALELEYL
#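 Eya2 (0.2 uM) preincubated 10 min at ambient with compound, then OMFP substrate added at 50 uM; 10 min reaction in 50 mM HEPES pH 7.5, 50 mM NaCl, 5 uM MgCl2, 0.05% BSA, 1 mM DTT. Fluorescence read at Ex 485/Em 525 nm.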
# ELG1 repair inh: ELG1-dependent DNA repair inhibition; HEK293T ELG1-luciferase reporter, luminescence, 16 h; DNA damage induced by 5-fluorouridine; Potency, µM (highest dose often 46.1 µM), for inactives: top-dose activity change, negative = inhibition, hits mostly inhibitors; 2.3% of 330,000 active; AID 504467; also: potency is read from the fitted curve at half-maximal effect; % is scaled to controls: 0 for no effect and ±100 for the full control effect; nearly all actives have a fitted effect of over 55% in size
#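 In this reporter screen, reduction of luminescence relative to DMSO vehicle indicated activity. Compounds and 5-fluorouridine were added together to 2,000 cells per well, incubated for 16 hr at 37 °C, then developed with ONE-Glo.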
# Mito fusion yeast: inhibitors of mitochondrial division or activators of mitochondrial fusion. S. cerevisiae fusion-defective mutant growth rescue, CellTiterGlo 48 h. Potency, µM (top dose mostly 46.1 µM), inactives show top-dose growth rescue (activation), hits mostly activators. 0.23% of 320,000 active;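 also: potency is read from the fitted curve at half-maximal effect; % of control where 0% means no effect; nearly all actives have a fitted effect of over 45% in size; temperature-sensitive fusion mutants such as fzo1-1 at 37 °C on non-fermentable ethanol glycerol medium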
#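 Luminescent cell viability in 1536-well qHTS format served as the measure of rescued growth in ts fusion-mutant S. cerevisiae cultured on non-fermentable YPEG for 48 hours at 37C.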
# TSHR antag: antagonists of human thyroid stimulating hormone receptor. 0.2% of 330,000 active. TSHR-expressing cells, TSH-stimulated cAMP HTRF, 2 h; stronger effect = lower value. AID 504810. activity change, negative = inhibition, % at 11.5 µM. P16473;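 active = activity change below a set negative limit, meaning inhibition stronger than a set level, cut at about -70% in these data; inconclusive = activity change between two set negative limits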; also: % is scaled to controls: 0 for no effect and ±100 for the full control effect
#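 Freshly harvested TSHR cells receive pin-tooled compound, then EC80 TSH at 4nM final. After 2 hours at 37 deg C, antibody in lysis buffer and cAMP-d2 are added; 30 minutes at ambient temperature precede the HTRF read.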
# KCNH2 WT inh: KCNH2 (human, wildtype) channel inhibition; Q12809; U2OS, BacMam KCNH2, thallium flux FluxOr; stronger effect = lower value; activity change, % at 1.84 µM; 0.37% of 340,000 active; AID 720551;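 active = maximum activity change below -70%; inconclusive = maximum activity change between -70% and -50%; inactive = maximum activity change above -50%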; also: % is scaled to controls: 0 for no effect and ±100 for the full control effect
#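 U2OS cells transduced with wild-type KCNH2 virus are loaded with FluxOr dye for 45 min, and thallium flux is measured in kinetic reads before and after stimulation buffer. Rate constants are normalized to DMSO controls.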
# TCR activator: activators of T cell receptors. primary human leukocytes, anti-CD3, IL-2 HTRF, 48 h. Potency, µM (titrated, usually from 9.22 µM), for inactives: top-dose activation of IL-2 secretion, actives largely listed as activators. 330,000 tested, under 10 active; also: % of control where 0% means no effect
#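 Activity was scored as IL-2 release from primary human leukocytes given only a TCR signal (a-CD3 beads) plus compound for 48 hr. Detection used a two-antibody HTRF format read at 665nm.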
# AT treatment: potential ataxia-telangiectasia treatments restoring KAP-1 phosphorylation. Potency, µM (top dose mostly 57.5 µM), for inactives: at the top dose activation, actives largely listed as activators. 0.19% of 320,000 active. […] A-T fibroblasts, KAP-1 phosphorylation AlphaLISA; neocarzinostatin DNA damage 30 min before lysis. AID 485349; also: potency is read from the fitted curve at half-maximal effect; % of control where 0% means no effect; nearly all actives have a fitted effect of over 45% in size
#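 hTERT-immortalized A-T patient fibroblasts ([…]), 500 cells/well in OPTI-MEM, 1% FBS, got compounds for 60 min, then NCS for 30 min at 37C. Lysates were then assayed for phospho-KAP-1 by AlphaLISA (anti-pKAP1 donor, anti-KAP1 acceptor beads), 6 hr at 25C.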
# Starred values were filed as active, the others as inactive; ? = inconclusive; / = no result given; [ ] = dose if it differs, or a comment. Unless noted, calls follow the shape of the dose curve; as a rule, active = well fitted curve in the direction sought with a large enough effect; inconclusive = small, poorly fitted or top-dose-only effect, or another doubt; inactive = no such curve, though single readings can be large; an effect the other way counts as inactive or inconclusive. Some of the compounds tested; rates above refer to the full screens.
SMILES,KCNH2 3.1 block,TRPV1 ag,USP2a block,Eya2 phos inh,ELG1 repair inh,Mito fusion yeast,TSHR antag,KCNH2 WT inh,TCR activator,AT treatment
O=c1c2ccccc2sn1-c1ccc(S(=O)(=O)N2CCCC2)cc1,-20,-2,1%,-10%,16%,-5%,10,5,1%,-7%
N#Cc1ccc(/C=C/C(=O)c2ccccc2)cc1,1,?,1%,10%,?,-4%,-5,12,-3%,-9%
CCCn1c(C)cc(C(=O)COc2ccc(-c3nnco3)cc2)c1C,7,?,-1%,?,3%,2%,5,1,1%,-3%
O=C(Cc1cccs1)NNC(=S)NC(=O)c1ccco1,-3,-3,1%,1%,?,-8%,-12,6,1%,-1%
CCOc1ccc(C(=O)NCC(=O)OCc2cc(C(C)=O)ccc2OC)cc1,6,17,-6%,1%,3%,-12%,18,-5,-1%[46.1 µM],-2%
CC(C)(C)NS(=O)(=O)c1ccc2nc(NC(=O)c3ccc(N4C(=O)CCC4=O)cc3)sc2c1,-6,1,2%,7%,-7%,8%,-7,/,2%,1%
CC(=O)NNC1=Nc2ccccc2N(C)C(C)C1 (stereo not drawn),12,0,2%,4%,-3%,-8%,12,-3,1%[46.1 µM],1%
COc1ccc(C(=O)/C=C2\Sc3ccccc3N2C)cc1,-6,?,2%,2%,?,25%,1,3,3%,-3%
Cc1nc(N2CCN(c3ccccn3)CC2)c2c(C)c(C(=O)Nc3ccc(Cl)cc3)sc2n1,-38,11,0%,9%,8.2µM*,-2%,7,-26,-4%,-5%
Cc1cccc2c(SCC(=O)NCC3CCCO3)nc(-c3ccc(F)cc3)nc12 (stereo not drawn),-6,18,2%,-1%,0%,3%,16,-13,5%,-7%
CCOC(=O)c1c(/N=C/N(C)C)sc2c1CCC2,24,-6,-11%,-14%,0%,7%,3,4,-6%[46.1 µM],1%
COC(=O)c1nnn(CC(=O)Nc2cccc(Cl)c2)c1C(=O)OC,11,0,1%,4%,0%,-5%,-5,2,3%,4%
CC(C)(C)c1ccc(C(=O)NCC(=O)N/N=C/c2ccccc2OCC(=O)O)cc1,4,-2,4%,5%,?,-1%,-8,-1,-10%,2%
CCOC(=O)C1CCN(CC(=O)c2ccc(O)c(C)c2O)CC1,-25,1,-1%,-12%,9%,-2%,-2,15,-8%,7%
Cc1ccn2c(Nc3ccc4c(c3)OCO4)c(-c3ccccn3)nc2c1,-24,13,?,2%,?,5%,-13,-5,7%[46.1 µM],-4%
CC(C)(O)C#Cc1ccc(C(=O)NC2CCCCC2)s1,-81*,0,0%,-4%,?,1%,-7,1,-31%,-2%
c1nc(N2CCCCCC2)c2[nH]cnc2n1,-1,-2,1%,14%,?,5%,-5,13,-5%,6%
Cc1cc(F)ccc1Oc1cc(NN2CCCCC2)c([N+](=O)[O-])cc1[N+](=O)[O-],16,?,-3%,-4%,2%,7%,-7,4,7%,-8%
Cc1ccc(-c2nnn(CC(=O)N(c3ccccc3)C(C(=O)NCC3CCCO3)c3ccc(F)cc3)n2)o1 (stereo not drawn),7,-2,-1%,0%,1%,3%,6,-5,/,1%
NC(=O)NCCc1ccccc1,26,3,-1%,14%,14%,0%,6,-4,-4%,1%
CCOc1ccc(OCCC(=O)Nc2ccc(F)cc2C)cc1,-5,-19,0%,-18%,11%,?,24,-1,4%,0%
Cc1ccc(-c2noc(CCC(=O)Nc3cccc(C#N)c3)n2)cc1,-8,-7,-4%,6%,-27%,24%,-30,9,-5%,27%
COn1c(=O)c(-c2ccc(C)cc2)[n+]([O-])c2ccccc21,-16,2,-9%,-2%,?,-15%,6,35,-1%,-2%
CC(=O)N(Cc1cc(=O)[nH]c2ccccc12)c1ccc(C)cc1C,17,0,2%,0%,-6%,3%,-2,5,7%,-6%
COc1cc(C(CCN2CCOCC2)c2c(OC)cc(OC)c3c2OC(=O)CC3c2ccc(N(C)C)cc2)cc(OC)c1OC (stereo not drawn),2,?,5%,-10%,0%,1%,6,4,-4%,-19%
Cc1ccc(/C=N/c2sc3c(c2C#N)CCC3)o1,-6,?,0%,-6%,?,-4%,0,1,-5%,2%
C=CCN1C(=O)CSc2ccc(C(=O)N3CCC(C)CC3)cc21,-10,1,4%,-12%,5%,2%,1,15,-3%,-2%
COc1cccc(-c2ncc3ccccc3c2COC(=O)N(C)C)c1,2,17,-1%,11%,-2%,8%,-30,-2,-5%,-3%
CCN1CCN(c2ccc(S(=O)(=O)N3CCOCC3)cc2NC(=O)CCC(C)C)CC1,-21,-6,-1%,-5%,11%,3%,4,4,3%,-7%
O=C1c2ccsc2SCCN1Cc1cccc(F)c1,-1,2,1%,4%,-8%,-7%,-8,3,3%,9%
CSc1nsc(SC)c1NC(=O)OCC1CCCO1 (stereo not drawn),10,-3,1%,11%,-1%,-1%,0,-14,2%,5%
CCn1cc(CNC(=O)CC2C(=O)NCCN2CC(c2ccccc2)c2ccccc2)cn1 (stereo not drawn),-10,0,2%,-19%,-3%,-2%,4,/,-2%,2%
CC(=O)c1ccccc1C(=O)N1CCCC(CNC(=O)c2ccccc2Cl)C1 (stereo not drawn),23,0,-1%,0%,?,-2%,0,-2,7%,4%
CC(=O)Nc1ccc(C2C(=O)c3ccccc3C2=O)cc1,5,-2,-1%,-11%,?,1%,15,2,-1%,11%
COc1ccc(-n2cc(CNCC3CC(=O)N(C4CC4)C3)c(-c3ccccc3Cl)n2)cc1 (stereo not drawn),-6,3,3%,-5%,-2%,13%,12,-8,1%,-2%
CCOc1ccccc1NC(=O)CSc1ccc([N+](=O)[O-])cc1,-12,8,1%,-5%,?,22%,2,-2,9%,12%
Cc1ccsc1C(=O)OCC(=O)c1cc2ccccc2o1,-2,16,2%,16%,?,8%,-6,-5,1%,3%
Brc1cccc(OCCN2CCCCC2)c1,3,1,3%,-3%,-3%,-1%,5,4,-1%[46.1 µM],-2%
Cc1ccc(N(C(=O)c2csnn2)C(C(=O)NC2CCCCC2)c2ccccn2)cc1C (stereo not drawn),-2,2,-1%,10%,-3%,0%,-10,-7,-22%,-2%
CCN(Cc1ccccc1)C(c1ccccn1)c1nnnn1C(C)(C)CC (stereo not drawn),6,?,4%,1%,-5%,14%,-9,-6,-5%,7%

# Some of these compounds in order of number of heavy atoms, ascending.
SMILES,KCNH2 3.1 block,TRPV1 ag,USP2a block,Eya2 phos inh,ELG1 repair inh,Mito fusion yeast,TSHR antag,KCNH2 WT inh,TCR activator,AT treatment
Brc1cccc(OCCN2CCCCC2)c1,3,1,3%,-3%,-3%,-1%,5,4,-1%[46.1 µM],-2%
Cc1ccc(/C=N/c2sc3c(c2C#N)CCC3)o1,-6,?,0%,-6%,?,-4%,0,1,-5%,2%
O=C1c2ccsc2SCCN1Cc1cccc(F)c1,-1,2,1%,4%,-8%,-7%,-8,3,3%,9%
Cc1ccsc1C(=O)OCC(=O)c1cc2ccccc2o1,-2,16,2%,16%,?,8%,-6,-5,1%,3%
CCOc1ccccc1NC(=O)CSc1ccc([N+](=O)[O-])cc1,-12,8,1%,-5%,?,22%,2,-2,9%,12%
COc1cccc(-c2ncc3ccccc3c2COC(=O)N(C)C)c1,2,17,-1%,11%,-2%,8%,-30,-2,-5%,-3%
CCN(Cc1ccccc1)C(c1ccccn1)c1nnnn1C(C)(C)CC (stereo not drawn),6,?,4%,1%,-5%,14%,-9,-6,-5%,7%
CC(=O)c1ccccc1C(=O)N1CCCC(CNC(=O)c2ccccc2Cl)C1 (stereo not drawn),23,0,-1%,0%,?,-2%,0,-2,7%,4%
CCN1CCN(c2ccc(S(=O)(=O)N3CCOCC3)cc2NC(=O)CCC(C)C)CC1,-21,-6,-1%,-5%,11%,3%,4,4,3%,-7%
Cc1ccc(N(C(=O)c2csnn2)C(C(=O)NC2CCCCC2)c2ccccn2)cc1C (stereo not drawn),-2,2,-1%,10%,-3%,0%,-10,-7,-22%,-2%
CCn1cc(CNC(=O)CC2C(=O)NCCN2CC(c2ccccc2)c2ccccc2)cn1 (stereo not drawn),-10,0,2%,-19%,-3%,-2%,4,/,-2%,2%
